LDHA inh – blocks human lactate dehydrogenase A | hit rate 0.15% among 480,000 | AID 1347041 | purified LDHA, NADH/diaphorase-resazurin fluorescence; hits give low values | activity change, % (values are at about 110 or 230 µM); in the data active means activity change below about -30%; inconclusive means mostly about -25% to -30%;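 further: plate controls were DMSO wells for no effect and wells without enzyme for full effect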
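Remaining NADH was detected by diaphorase (0.133 mg/mL) converting 37 µM resazurin to fluorescent resorufin, read at 0 and 20 minutes. The preceding 5-minute room-temperature reaction used 2 nM LDHA, 0.2 mM sodium pyruvate and 0.06 mM NADH at pH 7.4.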
RXFP1 agonist – activates the human relaxin receptor RXFP1; Q9HBX9; HEK293T-RXFP1 cAMP TR-FRET, 30 min; response scale: percent of porcine relaxin response, buffer zero; Potency, µM (top dose mostly 57.5 µM), for the others: top-dose activation, most hits filed as activators; hit rate 0.3% among 370,000; AID 2676; further: potency means the concentration at half of the fitted maximal effect; on the % scale 0 is the no-effect control and ±100 the full control effect; nearly all actives have a fitted effect of over 60% in size; many of its hits are not listed in these tables
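Agonist response is measured as cAMP accumulation in an RXFP1-transfected HEK293T line under PDE4 inhibition. Values are scaled between buffer-only and 29 nM porcine relaxin, and EC50s come from standard Hill equation fits.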
GRP78 ERSR act – induces the endoplasmic reticulum stress response in human glioma cells | U87-MG GRP78 promoter luciferase reporter, 16 h | Potency, µM, for the others: at the highest dose activation, actives largely listed as activators | hit rate 0.02% among 420,000 | AID 602332; further: potency means the concentration at half of the fitted maximal effect; series mostly up to about 76 µM; % of control where 0% means no effect; nearly all actives have a fitted effect of over 35% in size
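Stably transfected U87-MG human glioma cells carrying a GRP78-based luminescent sensor were seeded at 1000 cells/well, pin-dosed with compounds and incubated 16 h. Luciferase reagent was then added, and end-point luminescence was read after 10 min at room temperature.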
USP1 inh – inhibitors of human USP1/UAF1 deubiquitinase; O94782; recombinant USP1/UAF1, Ub-Rhodamine cleavage fluorescence; Potency, µM (series often up to 57.1 µM), for inactives: top-dose activity change, negative = inhibition, hits mostly inhibitors; hit rate 0.23% among 390,000; AID 743255; further: potency means the concentration at half of the fitted maximal effect; on the % scale 0 is the no-effect control and ±100 the full control effect; nearly all actives have a fitted effect of over 60% in size; inactives centre near -12
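USP1/UAF1 complex at 1 nM was preincubated with compound for 15 min at room temperature, then Ub-Rho substrate (150nM final) was added. Fluorescence (480/540 nm) was read kinetically, 6 reads every 60 seconds.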
mIDH1 inhibitor – blocks human mutant IDH1 R132H enzyme; Potency, µM (highest dose often 76.6 µM), inactives show at the highest dose activity change, negative = inhibition, usual class: inhibitors; AID 602179; hit rate 0.093% among 390,000; O75874; IDH1-R132H enzyme, NADPH consumption, diaphorase/resazurin fluorescence; further: potency means the concentration at half of the fitted maximal effect; on the % scale 0 is the no-effect control and ±100 the full control effect; nearly all actives have a fitted effect of over 65% in size
Target sequence (O75874 whole entry R132H, stated change not applied): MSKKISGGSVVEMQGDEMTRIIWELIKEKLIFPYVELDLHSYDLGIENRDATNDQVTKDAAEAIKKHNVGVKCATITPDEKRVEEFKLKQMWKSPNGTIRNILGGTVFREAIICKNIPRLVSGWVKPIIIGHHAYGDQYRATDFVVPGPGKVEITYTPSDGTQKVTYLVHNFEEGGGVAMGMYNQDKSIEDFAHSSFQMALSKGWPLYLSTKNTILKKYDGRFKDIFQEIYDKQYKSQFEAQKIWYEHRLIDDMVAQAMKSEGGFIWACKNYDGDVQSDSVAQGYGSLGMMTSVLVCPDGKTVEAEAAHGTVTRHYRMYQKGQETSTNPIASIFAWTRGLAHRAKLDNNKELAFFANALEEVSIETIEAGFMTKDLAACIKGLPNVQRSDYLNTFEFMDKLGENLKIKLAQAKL
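IDH1-R132H (0.5 ug/mL dispensed) in pH 7.5 Tris buffer was preincubated 30 min with compound, then given a substrate mix of 0.016 mM NADPH and 2 mM alpha-KG for 80 min at room temperature; remaining NADPH was read by diaphorase/resazurin fluorescence.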
TrxR1 substrate – is turned over as a substrate by rat TrxR1; purified TrxR1 substrate turnover, NADPH consumption readout; hit rate 0.01% among 390,000; AID 588456; Potency, µM (doses to about 114 µM), inactives show at the highest dose activity change, negative = substrate turnover; further: potency means the concentration at half of the fitted maximal effect; on the % scale 0 is the no-effect control and ±100 the full control effect; nearly all actives have a fitted effect of over 50% in size
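Rat TrxR1, dispensed at 90 nM, was prereduced with 400 uM NADPH (final) for 5 min at ~22 deg C, then incubated with compound 15 min before 400 uM selenite. A first-read NADPH fluorescence drop versus no-compound background flagged substrates.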
Vif-A3G inh – Vif-A3G binding inhibition. Q9HC16. HeLa A3G-eYFP + Vif (tagged APOBEC3G with the HIV-1 protein that degrades it), YFP fluorescence, overnight. Potency, µM (doses to about 46.1 µM), inactives show top-dose activity, negative = active, hits mostly inhibitors. hit rate 0.076% among 410,000;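 further: potency means the concentration at half of the fitted maximal effect; on the % scale 0 is the no-effect control and ±100 the full control effect; nearly all actives have a fitted effect of over 60% in size; hits raise eYFP signal because A3G escapes Vif-driven loss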
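Read-out is eYFP fluorescence (Ex 488/Em 500-530) from Vif-expressing HeLa A3G-eYFP cells; more signal means A3G escaped Vif-mediated degradation. Cells plated overnight, compound pinned in, incubated overnight at 37 deg C.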
PI4K2A block – blocks human PI4K2A kinase activity. purified PI4K2A, ADP-Glo luminescence, 1 h; hits give low values. Q9BTU6. activity change, negative = inhibition, % at 76.9 µM. hit rate 0.13% among 420,000; in the data active means activity change below about -50%; inconclusive means mostly about -30% to -49%;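 further: -100% = wells without enzyme as full effect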
Target sequence (Q9BTU6 whole entry, looked up): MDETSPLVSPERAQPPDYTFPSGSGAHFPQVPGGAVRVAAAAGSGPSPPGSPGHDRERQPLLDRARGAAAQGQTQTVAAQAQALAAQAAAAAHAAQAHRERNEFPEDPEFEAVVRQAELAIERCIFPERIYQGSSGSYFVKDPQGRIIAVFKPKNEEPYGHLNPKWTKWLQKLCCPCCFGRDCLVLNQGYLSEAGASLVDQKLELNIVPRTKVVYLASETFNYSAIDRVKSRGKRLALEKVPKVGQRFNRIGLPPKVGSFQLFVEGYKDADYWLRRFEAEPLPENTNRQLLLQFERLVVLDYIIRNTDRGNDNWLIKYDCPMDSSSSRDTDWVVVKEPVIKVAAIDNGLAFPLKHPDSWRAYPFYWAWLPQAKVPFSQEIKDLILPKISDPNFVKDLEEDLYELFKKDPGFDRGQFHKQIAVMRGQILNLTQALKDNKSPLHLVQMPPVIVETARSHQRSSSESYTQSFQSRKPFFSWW
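In this quantitative HTS, ADP production by PI4K2A was quantified luminescently after 1 h at ambient temperature; 100 microM adenosine served as plate-quality control.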
Vif-A3F inh – Vif-A3F binding inhibition; hit rate 0.2% among 390,000; HeLa A3F-eYFP + Vif (tagged APOBEC3F with the HIV-1 protein that degrades it), YFP fluorescence increase; Potency, µM (highest dose often 46.1 µM), inactives show top-dose activity, negative = active; further: potency means the concentration at half of the fitted maximal effect; % of control where 0% means no effect; nearly all actives have a fitted effect of over 65% in size
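HeLa cells stably expressing A3F-eYFP plus Vif, plated and incubated overnight at 37 deg C, then exposed to compounds overnight at 37 deg C. Blocked degradation read as raised yellow fluorescence (Ex 488/Em 500-530).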
* hit, by the source's call; ? = inconclusive; · = no result given; [ ] = another dose, or the depositor's remark. Unless noted, the call rests on the fitted dose curve; in most records, active means well fitted curve in the direction sought with a large enough effect; inconclusive means small, poorly fitted or top-dose-only effect, or another doubt; inactive means no such curve, though single readings can be large; an effect the other way counts as inactive or inconclusive. Some of the compounds tested; rates above refer to the full screens.

SMILES | LDHA inh | RXFP1 agonist | GRP78 ERSR act | USP1 inh | mIDH1 inhibitor | TrxR1 substrate | Vif-A3G inh | PI4K2A block | Vif-A3F inh
CCOC(=O)CN(C)S(=O)(=O)c1ccc(-c2cc(C(=O)OC)sc2C(F)(F)F)cc1 | 0 | -0.1% | -5% | -10% | 2% | 3% | 2% | -3 | 1%
CCOC(=O)N1CCN(C(=O)CN(c2ccc(OCC)cc2)S(C)(=O)=O)CC1 | 2 | -1.5% | -3% | -7% | 6% | -4% | 1% | 3 | 3%
CC(C(=O)O)n1c2ccccc2c2cn[nH]c(=O)c21 (stereo not drawn) | 4 | 0.0% | -6% | ? | 9% | 21% | -1% | -8 | -3%
CCCCn1nnnc1SCC(=O)Nc1ccc2c(c1)OCCO2 | -5 | 0.2% | -1% | 4% | 0% | -7% | -1% | -5 | ·
Cc1ccc(N(C)C(=O)CCNC(=O)Cn2cnc3ccccc3c2=O)cc1C | -4 | 1.8% | -5% | 1% | 0% | 16%[57.1 µM] | -5% | -3 | ?
O=C(COC(=O)c1nc(Cl)ccc1Cl)NCc1ccccc1 | -13 | 4.6% | -3% | -9% | -13% | 4%[57.1 µM] | 1% | 0 | -10%
O=C(NC1=NCCS1)c1csc2ccccc12 | -6 | 1.0% | 8% | -9% | 3% | 10%[57.1 µM] | 2% | 5 | -3%
O=C(CSc1nnc2c(n1)[nH]c1ccccc12)Nc1nncs1 | -6 | 14% | -2% | -18% | 0% | 7% | -6% | -13 | -41%
CCn1c(NC(C)=O)nc2ccccc21 | -5 | -0.3% | 1% | -29% | 7% | -4% | 3% | 1 | -6%
O=C(COC(=O)c1cccnc1Cl)c1ccc(Cl)s1 | -16 | · | 3% | -6% | 3% | -4% | 2% | -1 | 2%
Cc1ccc(S(=O)(=O)N2CCOCC2)cc1C(=O)Nc1ccc2c(c1)OCCO2 | -1 | -0.1% | -2% | -7% | -10% | -2% | -3% | 0 | -4%
CN1CCN(S(=O)(=O)c2cccc(C(=O)N(Cc3nnc(-c4ccccc4Cl)o3)C3CC3)c2)CC1 | -2 | 0.5% | 1% | -22% | 3% | -3% | -1% | 0 | 5%
Cc1noc(C)c1S(=O)(=O)Nc1ccc2c(c1)C(=O)N([C@H](C)CO)C[C@H](C)[C@H](CN(C)C(=O)NC(C)C)OCCCC[C@@H](C)O2 | -1 | · | -2% | -27% | -2% | · | -1% | 1 | 2%
O=c1cc(N2CCCCC2)c(-c2ccccc2)n[nH]1 | -6 | 0.5% | -1% | -19% | 2% | 38% | -9% | -3 | 3%
CCC1(C(=O)OC)NC(c2ccco2)C2C(=O)N(c3ccc(C)cc3)C(=O)C21 (stereo not drawn) | -3 | 0.8% | 0% | -20% | 0% | 4% | 1% | 0 | 4%
CC(NC(=O)CN1C(=O)NC2(CCCCC2C)C1=O)c1ccccc1 (stereo not drawn) | -11 | 2.7% | -5% | -15% | -5% | 2% | 2% | -1 | 3%
COCCCNC(=O)C(=O)Nc1c2c(nn1-c1cccc(Cl)c1)CSC2 | -4 | 1.9% | -2% | -27% | -10% | 5%[57.1 µM] | 0% | -7 | 6%
O=C(c1cc(=O)[nH]c2ccccc12)N(Cc1nnc(-c2ccccc2Cl)o1)C1CC1 | 2 | 0.8% | -3% | -4% | -5% | 5%[57.1 µM] | 1% | 1 | -19%
O=C(Oc1cccc(C(=S)N2CCOCC2)c1)c1ccc([N+](=O)[O-])cc1 | 0 | 2.7% | 0% | -9% | -3% | 0%[57.1 µM] | 1% | 0 | ?
Cc1ccc(CNC(=O)c2c(C)cc(=O)oc2C)cc1 | 2 | 0.0% | 0% | -1% | 2% | -2%[57.1 µM] | -3% | -2 | 2%
CCC1(C)Cc2ccccc2-c2c1c(=O)n(-c1ccc(C)cc1)c1nnnn21 (stereo not drawn) | 0 | 0.6% | 5% | -12% | 5% | 14%[57.1 µM] | -7% | -8 | 2%
N#Cc1ccc(NC(=O)COC(=O)c2cccc(S(=O)(=O)N3CCCC3)c2)cc1 | -2 | · | -4% | -20% | 9% | · | -6% | 0 | -1%
COc1ccc2cc(-c3ccn[nH]3)ccc2c1 | -1 | 0.6% | -6% | -18% | 5% | 1% | -4% | 3 | -7%
CCOc1cccc(C2NC(=S)NC(C)=C2C(=O)Nc2ccccc2)c1 (stereo not drawn) | -5 | 3.2% | -3% | -14% | 1% | -9%[11.4 µM] | ? | 0 | -3%
COc1cc(C(=O)NCc2ccc3c(c2)CCN3C(=O)c2ccc(Cl)cc2)cc(OC)c1OC | 5 | 2.4% | -4% | -11% | -3% | -7%[57.1 µM] | 6% | -3 | 0%
O=C(Nc1ccccc1)N(CCN1CCOCC1)Cc1cccc(Cl)c1 | -8 | 0.1% | -1% | -15% | 0% | 6%[57.1 µM] | 1% | -5 | 0%
COc1ccc([C@H]2C[C@H](O)[C@@H](n3cc(C4CC4)nn3)CN2CC2CCCCC2)cc1 | 0 | · | -2% | 5% | -3% | · | -3% | -6 | 5%
COc1ccc(OC)c(C(=O)NC(CC(N)=O)c2ccc(NCCN3CCOCC3)c([N+](=O)[O-])c2)c1 (stereo not drawn) | 6 | 3.6% | -3% | -7% | 18% | 25% | 2% | -20 | 1%
CCOc1ccc2cc(S(=O)(=O)N3CCCCC3)ccc2c1 | -4 | 1.2% | -3% | -15% | 5% | -3% | 2% | -1 | -2%
CC1(C)CN(C(Cc2ccccc2)C(N)=O)C1=O (stereo not drawn) | -3 | 5.5% | 1% | -18% | 10% | -4% | 1% | 2 | -19%
COc1ccc(-c2nc[nH]c2[N+](=O)[O-])cc1 | -10 | 0.2% | -4% | -12% | 12% | 3% | -3% | -4 | 2%
CC(C)C[C@H](N)C(=O)N1CCC(C(=O)N[C@H](C(=O)NCc2ccc(F)cc2)C(C)C)CC1 | -1 | 2.9% | -3% | -4% | 8% | 5% | -3% | -3 | 4%
O=C(CCNC(=O)OCc1ccccc1)NC1CCCCCC1 | -9 | 2.3% | -5% | -8% | 0% | 5% | -1% | 1 | -21%
NNc1nnnc2c1sc1nc(N3CCOCC3)c3c(c12)CCCC3 | -2 | 2.9% | 1% | -22% | 52µM* | 0% | 0% | 3 | 9%
C/C(=N\NC(=O)c1cccnc1)c1ccc(OC2OCCOC2Oc2ccc(/C(C)=N/NC(=O)c3cccnc3)cc2)cc1 (stereo not drawn) | -10 | 0.6% | 4% | -7% | 4% | 5%[57.1 µM] | -10% | 3 | -5%
COc1ccc(CN(C(=O)COc2ccccc2)c2ccccc2C(=O)O)cc1 | -6 | 4.0% | -3% | -15% | -9% | -1% | 0% | 9 | -8%
COc1cnc(N(C)C)nc1Sc1cccc(Cl)c1 | 0 | 1.6% | -7% | -16% | 7% | 40%[activator] | 1% | 0 | -15%
Cc1ccc(Nc2nnc(-c3ccc(C)c(S(=O)(=O)N4CCCCC4)c3)c3ccccc23)cc1 | -4 | 1.1% | · | 14% | · | 6% | · | -4 | ·
CCCCSc1oc(-c2ccco2)nc1S(=O)(=O)c1ccccc1 | 2 | 3.4% | -5% | -14% | -6% | 0% | 1% | -1 | -10%
CCCn1c(C2CCCN2c2nc(-c3ccc(OC)cc3)cs2)nc2ccccc21 (stereo not drawn) | -2 | -0.2% | 12% | 8% | -4% | 9%[57.1 µM] | -4% | -5 | ?
Nc1nc(SCC(=O)c2cccc([N+](=O)[O-])c2)n[nH]1 | 0 | 1.5% | 4% | 3% | -1% | -4% | 1% | -6 | -6%
COC(=O)c1ccc(OC)c(OC)c1Cl | -4 | 2.9% | -4% | -5% | 7% | 0%[57.1 µM] | 1% | 2 | -29%
Cc1ccc(-n2c(=O)c3ccc(C(=O)NCc4ccccc4Cl)cc3n(CC(=O)Nc3cccc(F)c3)c2=O)cc1 | -4 | 12% | 0% | -8% | 1% | 21% | 3% | 3 | -5%
CCCCn1c(SCC(=O)N2CCOCC2)nc2ccccc2c1=O | -5 | 1.4% | -2% | -21% | -8% | -4% | 1% | -4 | -13%
O=C(c1noc2c1CCCCC2)N1CCOCC1 | -2 | 1.3% | -2% | 10% | -3% | -8% | -2% | -6 | -7%
Cn1cnnc1SCC(=O)NC1CC1 | -11 | · | -4% | -18% | -2% | 2% | 0% | -4 | -17%
C#CCNC(=O)C1=C[C@@H](c2csc3ccccc23)C[C@@H](OCc2ccc(CO)cc2)O1 | 3 | 1.1% | -2% | -28% | 2% | -3% | -4% | -4 | 2%
